APJ agonist: agonists of human apelin receptor APJ, primary screen, CHO-K1 cells, PathHunter beta-arrestin, luminescence; 0% DMSO wells, 100% apelin; activation, % at 20 µM; 330,000 tested, 0.11% active;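 active means activation more than six SD over the plate average, tested at 20 µM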;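 further: 0% = DMSO alone and 100% = apelin-13 at 10 nM; some results filed as inactive read as strong as hits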
Target sequence (P35414 whole entry, looked up): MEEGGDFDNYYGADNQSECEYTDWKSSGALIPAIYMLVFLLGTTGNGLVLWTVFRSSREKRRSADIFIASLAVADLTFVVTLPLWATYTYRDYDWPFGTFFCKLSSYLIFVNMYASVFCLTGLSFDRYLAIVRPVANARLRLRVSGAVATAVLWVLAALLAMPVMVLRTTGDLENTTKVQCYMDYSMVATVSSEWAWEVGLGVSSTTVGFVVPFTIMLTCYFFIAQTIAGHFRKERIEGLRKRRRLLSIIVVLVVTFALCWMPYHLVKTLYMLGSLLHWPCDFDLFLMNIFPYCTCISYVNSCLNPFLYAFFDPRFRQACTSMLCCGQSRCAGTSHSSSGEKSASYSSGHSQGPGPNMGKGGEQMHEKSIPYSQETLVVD
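Incubation: overnight seeding, 90 min compound at 25 °C, 1 h detection; test system: PathHunter CHO-K1 APJ (AGTRL-1) beta-arrestin reporter cells; amount: 1000 cells/well; doses: one dose, 20 µM compound, 1% DMSO; measured by: beta-gal luminescence; measure: agonist-driven arrestin binding to APJ; benchmarks: negative DMSO alone, positive Apelin-13 at 10 nM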
XBP1 UPR activ: activators of adaptive XBP1 UPR arm, primary screen, cell-based, CHO-XBP1 luciferase reporter, luminescence, uHTS; IRE1-XBP1 UPR activation; percent of tunicamycin response, DMSO as zero; 330,000 tested, 0.33% active; AID 463104, 2010; activation, % at 20 µM;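 active means versus positive control, 20 µM dose yields 30% or more activation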;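 further: 100% = tunicamycin at 10 µg/mL and 0% = DMSO only wells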
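assay system = CHO-XBP1 luciferase reporter cells | amount = 1000 cells/well | buffer or medium = F12 plus 10% FBS | compound dosing = single point, 20 µM final compound, 1% DMSO | incubation = 16-18 h cell attachment at 37 °C, then 6 h compound exposure | detection = Steady-Glo luminescence read | controls = tunicamycin 10 µg/mL and vehicle-only wells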
CCR6 antagonist: CCR6 receptor antagonists, primary screen, cell-based, CHO-K1, luminescence, beta-arrestin, uHTS; CHO-K1 CCR6 PathHunter beta-arrestin, CCL20-stimulated; inhibition, % at 20 µM; 340,000 tested, 0.49% active; AID 493098, 2011;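 active means compounds whose inhibition of the agonist-driven luminescence signal at 20 µM reaches about 50%, limit read from the data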;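 further: cells stimulated with CCL20 at 14 nM final; plate controls were DMSO with CCL20 for no effect and DMSO without agonist for full effect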
EBI2 block: EBI2 receptor antagonists, beta-arrestin recruitment, primary screen, cell-based, luminescence, 7a,25-OHC stimulation, uHTS. G-protein coupled receptor 183 (Homo sapiens), P32249. 7a,25-OHC stimulated. inhibition, % at 5 µM. 360,000 tested, 0.81% active. AID 651636, 2012; in the data active means inhibition above about 38%;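 further: enzyme fragment complementation signal reports receptor beta-arrestin coupling in cells; 0% = agonist plus DMSO wells and 100% = wells without agonist; some results beyond the cut were filed as inactive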
Target sequence (P32249 whole entry, looked up, the tested form may be a part): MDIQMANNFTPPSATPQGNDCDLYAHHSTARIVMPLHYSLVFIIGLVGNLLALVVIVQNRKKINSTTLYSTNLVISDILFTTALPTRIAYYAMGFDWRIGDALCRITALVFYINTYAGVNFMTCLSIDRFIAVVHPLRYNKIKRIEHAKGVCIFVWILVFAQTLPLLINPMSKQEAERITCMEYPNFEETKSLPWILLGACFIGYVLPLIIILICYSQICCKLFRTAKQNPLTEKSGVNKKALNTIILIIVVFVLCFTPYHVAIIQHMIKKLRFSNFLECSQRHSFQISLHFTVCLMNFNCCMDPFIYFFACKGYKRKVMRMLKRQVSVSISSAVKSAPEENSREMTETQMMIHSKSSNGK
Mdm2-MdmX inh: inhibitors of human Mdm2-MdmX association, primary screen, cell-based, luminescence, split luciferase, SaOS-2, uHTS; Protein Mdm4 (Homo sapiens) + E3 ubiquitin-protein ligase Mdm2 (Homo sapiens), …; SaOS-2 split-luciferase Mdm2/MdmX complementation; inhibition, % at 8 µM; 330,000 tested, 3% active;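 active means inhibition of at least 50% at 8 µM in the primary screen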
tim23-1 inh: growth inhibitors of tim23-1 mutant yeast, primary screen, luminescence, uHTS. S. cerevisiae tim23-1 growth, BacTiter-Glo luminescence, 24 h. inhibition, % at 20 µM. 330,000 tested, 1.3% active;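 active means growth inhibition of the mutant yeast at or above 50%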;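 further: temperature-sensitive mutant grown at 25 °C; plate controls were DMSO-treated mutant yeast for no effect and medium wells lacking yeast for full effect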
APJ antagonist: antagonists of human apelin receptor APJ, primary screen, CHO-K1 cells, beta-arrestin complementation, luminescence. P35414. inhibition, % at 20 µM. 330,000 tested, 0.32% active. AID 2521, 2010;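 active means inhibition above about 40% at 20 µM, limit read from the data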;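 further: cells challenged with 10 nM apelin-13 agonist together with compound; plate controls were apelin-13 plus DMSO wells for no effect and DMSO wells lacking apelin-13 for full effect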
CXCR6 block: CXCR6 receptor inhibitors, primary screen, cell-based, beta-arrestin, luminescence, CHO-K1 PathHunter, 1536-well; C-X-C chemokine receptor type 6 (Homo sapiens), O00574; inhibition, % at 20 µM; 360,000 tested, 0.36% active; AID 602244, 2012; in the data active means inhibition above about 34%, passing the limit was not always enough;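 further: antagonist mode with CXCL16 agonist at 10 nM final; 0% = 10 nM CXCL16 with DMSO and 100% = unstimulated wells without agonist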
Target sequence (O00574 whole entry, looked up): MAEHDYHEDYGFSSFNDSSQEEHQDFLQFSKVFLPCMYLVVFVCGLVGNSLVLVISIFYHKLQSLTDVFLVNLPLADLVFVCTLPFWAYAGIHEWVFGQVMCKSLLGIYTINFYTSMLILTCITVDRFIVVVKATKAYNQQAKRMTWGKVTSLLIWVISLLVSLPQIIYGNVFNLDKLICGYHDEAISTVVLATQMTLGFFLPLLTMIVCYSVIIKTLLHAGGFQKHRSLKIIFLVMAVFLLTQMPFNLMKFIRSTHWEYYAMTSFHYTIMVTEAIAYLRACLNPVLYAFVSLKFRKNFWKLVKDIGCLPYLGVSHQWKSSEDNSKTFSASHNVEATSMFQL
CHOP UPR activ: activators of apoptotic CHOP UPR arm, primary screen, cell-based, CHO-CHOP luciferase reporter, luminescence, uHTS; 330,000 tested, 0.34% active; UPR activation; percent of tunicamycin response over DMSO baseline; activation, % at 10 µM;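 active means at 10 µM dose, activation of 40% or more, normalized to positive control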;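 further: 100% = tunicamycin at 10 µg/mL and 0% = DMSO alone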
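Evaluation: % reporter activation, DMSO baseline versus tunicamycin full activation; System: CHO-CHOP luciferase reporter cell line; Input: 500 cells/well; Incubation: 6 h compound treatment, 37 °C; Measured by: Steady-Glo luciferase luminescence; Dosing: one dose, 10 µM in 0.5% DMSO; Buffer or medium: F12 medium, 10% FBS; Benchmarks: positive tunicamycin 10 µg/mL, negative DMSO alone.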
* marks the source's active call; other numbers are inactive results; . = no result given. A portion of the library, so the mix of outcomes need not match the whole.

SMILES	APJ agonist	XBP1 UPR activ	CCR6 antagonist	EBI2 block	Mdm2-MdmX inh	tim23-1 inh	APJ antagonist	CXCR6 block	CHOP UPR activ
CCOc1ccc(N2C(=O)CC(N(Cc3ccco3)C(=O)CC)C2=O)cc1 (stereo not given)	-2	-2	7	-6	24	9	8	-5	-0.6
O=S(=O)(c1cccc2cccnc12)N1CCN(c2ccc(F)cc2)CC1	-2	3	5	-2	4	14	9	0	-2.0
O=C(CSc1ccccc1)N1CCCC(N2CCN(c3ccccc3)CC2)C1 (stereo not given)	-2	-2	8	-5	9	7	-39	4	0.8
COc1cccc(C(=O)Nc2nnc(-c3ccccc3)s2)c1OC	-6	0	3	1	-154	3	-2	-2	2.6
CC(C)OC(=O)c1cc2ccccc2oc1=O	-5	1	16	2	13	-15	2	2	-0.8
O=C(CN1CCCCC1)NNc1nc(-c2ccccc2)c2cc(Br)ccc2n1	-1	1	-4	0	17	36	-19	-5	-0.1
CCCC#CCN1CCN(C23CC4CC(CC(C4)C2)C3)CC1	-5	-3	6	-1	-21	20	11	8	-1.5
CC1CCN(C(=O)c2cccc(S(=O)(=O)N3CCN(c4ccccc4)CC3)c2)CC1	-11	-3	16	2	20	19	4	4	-1.1
COc1ccc(C(=O)C2CCCN(C(=O)c3ccc(OC)o3)C2)c(C)c1 (stereo not given)	13	2	-1	0	-9	23	-8	12	4.6
CS(=O)(=O)N(CC(=O)Nc1ccccc1Sc1ccccc1)c1ccc(F)cc1	2	-2	-16	4	14	21	-12	-2	-0.7
Cc1cc(C)cc(N(C(=O)CNC(=O)c2cccs2)C(C(=O)NC2CCCC2)c2cccnc2)c1 (stereo not given)	-2	-4	2	-22	6	17	14	3	2.5
CCCN(CCC)C(=O)C1CCN(c2cc(C)nc3c(-c4ccc(OC)c(OC)c4)c(C)nn23)CC1	0	-1	7	-4	20	14	-12	2	1.3
CC(=O)C1(C)N(O)C(C)(C)C(c2cccs2)=[N+]1[O-] (stereo not given)	-2	-1	12	-12	15	5	-19	4	2.5
O=c1cc(NCC2CCCO2)[nH]c(=O)n1-c1ccc(Cl)cc1 (stereo not given)	0	-4	-1	-4	16	7	6	2	0.6
CCOC(=O)N1CCC(=NNC(=O)COc2ccc(C#N)cc2)CC1	-2	-1	2	0	33	10	0	4	0.6
O=C(NCc1ccncc1)C1COc2ccccc2O1 (stereo not given)	-2	2	-3	-14	-12	2	6	8	-0.5
Cc1cccnc1NC(=O)c1ccc(NS(=O)(=O)c2ccc3[nH]c(=O)[nH]c3c2)cc1	-2	1	5	9	3	-6	-2	-4	1.3
COc1cccc(CN2CCNC(=O)C2CC(=O)NCCc2ccccn2)c1 (stereo not given)	-3	-3	-3	-15	2	9	-15	1	1.0
COc1ccc(OCCn2c(N)nc3ccccc32)cc1	-4	-5	-15	-9	21	8	11	-4	7.3
Cc1cc(C(F)F)n2ncc(C(=O)NC3CCCCCC3)c2n1	-4	0	4	1	32	12	11	3	-2.8
COc1cc(C2N(c3cccc(Cl)c3)C(=O)C3CCCN32)cc(OC)c1OC (stereo not given)	1	-1	-11	-3	-26	17	2	0	0.9
COCCn1c(SCC(=O)NCc2ccccc2)nc2ccccc21	-4	4	8	3	18	4	15	2	-0.4
CCc1ccccc1NS(=O)(=O)c1ccc2c(c1)C(C)(C)C(=O)N2C	0	-1	-2	5	3	24	-7	-12	3.0
C/C(=N/NC(=O)Cc1ccccc1)c1ccc(C)s1	0	2	10	-9	-3	5	6	-2	3.0
CCC(=O)Nc1ccc(S(=O)(=O)Nc2cccnc2)cc1	-3	-4	-7	-13	19	10	-7	3	-1.8
O=C(CNC(=O)c1ccccc1F)NCCCN1CCCC1=O	-3	0	-2	10	21	-1	7	-12	1.3
CCn1ccnc1CN(C)C(=O)CCc1nnc(CCC2CCCCC2)o1	-1	1	13	-2	-50	13	5	8	2.0
Cc1ccccc1Nc1nc(N2CCOCC2)nc(N2CCOCC2)n1	-6	-2	-4	10	-1	4	6	-1	0.9
CCOC(=O)c1nc(Nc2ccccc2CC)c2ccccc2n1	-4	-2	10	-9	9	25	-8	-2	0.6
CCC(CC)NC(=O)CSc1nnc(-c2c[nH]c3ccccc23)o1	-3	-1	7	-2	-7	4	13	-2	1.1
Cc1nc2ccccc2n1/N=C/c1ccc([N+](=O)[O-])s1	6	8	9	2	34	55*	-73	6	15
CN1CCN(c2ccc(NC(=O)c3ccc4ccccc4c3)cc2)CC1	-2	-8	12	-4	43	-8	-27	3	-2.5
Cc1c(C)n2c(SCC(=O)NC3CCCC3)nnc2[nH]c1=O	-4	-3	-1	-29	17	-16	-3	-7	2.9
COc1ccc(C(CNC(=O)c2ccc(-c3ccccc3)cc2)N(C)C)cc1OC (stereo not given)	1	7	15	4	-5	10	-33	14	0.6
Cc1cc(C)c(NS(=O)(=O)c2ccc3c(c2)NC(=O)CCS3)c(C)c1	-2	-9	14	-12	29	-2	-9	2	1.0
Cc1ccc(OCC(=O)Nc2ccccc2N2CCOCC2)c(C)c1	-4	-5	20	13	13	30	-4	-7	-3.3
COc1ccc(NC(=O)CCCn2c(=O)c3sccc3n(Cc3ccc(C)cc3C)c2=O)cc1	1	-4	14	9	-21	23	-11	5	0.2
COc1cccc(CNc2ccc(S(=O)(=O)Nc3nccs3)cc2)c1O	1	3	-12	2	-14	1	17	-2	-3.0
C[C@@H]1CN([C@H](C)CO)C(=O)c2cc(NC(=O)NC3CCCCC3)ccc2O[C@H]1CN(C)S(C)(=O)=O	-3	-1	-3	-10	-5	-6	2	-6	-2.1
CCc1ccc(/C=C2\SC(=S)N(CCC(=O)NC3=NCCS3)C2=O)cc1	-2	1	.	.	11	7	3	.	-5.8
COc1cccc(/C=C/c2nc(C#N)c(NCC(C)C)o2)c1	0	0	17	19	0	38	8	-5	2.3
Cc1c(N2C(=O)C(=O)/C(=C(/O)c3ccc(Cl)cc3)C2c2ccccc2)c(=O)n(-c2ccccc2)n1C (stereo not given)	5	0	0	-4	2	14	2	-6	1.1
Cc1nn(CC(=O)OCC(=O)NCCc2ccc(S(N)(=O)=O)cc2)c(C)c1[N+](=O)[O-]	-3	1	7	-3	22	5	12	-4	1.3
Fc1cccc(Cl)c1CSc1nnc(CN2CCOCC2)n1-c1ccccc1	-2	-3	9	3	9	24	23	-1	-2.5
COC(=O)/C(=C/c1ccc(OC)cc1)NC(=O)c1ccco1	-4	-1	-6	-3	10	19	-4	-1	0.0
CCC(=O)Nc1nc2ccc([N+](=O)[O-])cc2s1	-3	-2	24	-5	27	8	-1	1	5.4
O=C1CSC(c2cccnc2)N1Cc1cccnc1 (stereo not given)	1	2	2	-9	-28	6	2	-2	-1.0
CCCOC(=O)c1ccc(NC(=O)C2C3CCC(C3)C2C(=O)O)cc1 (stereo not given)	-2	2	-4	1	-44	9	-26	-7	10
COc1ccc(CNC(=O)c2cnc(C)cn2)cc1	-3	2	19	4	9	-4	-6	-6	-1.0
CCN(CC(=O)Nc1c(F)cccc1F)C(=O)CSCc1c(C)noc1C	1	-2	7	-3	-8	8	14	0	0.4
CC(OC(=O)CNC(=O)c1ccc(Cl)c(Cl)c1)C(=O)N1CCOCC1 (stereo not given)	7	-3	3	-4	17	9	4	2	0.6
COc1ccccc1NC(=O)Nc1ccc(NC(=O)c2ccccc2O)cc1	-1	4	12	-1	-2	-6	1	6	1.9
CCCc1cc(C(=O)NCc2ccco2)no1	2	2	2	-6	2	-3	-4	-6	1.2
COc1ccc(/C=C/C(=O)NC2CCN(Cc3ccccc3)CC2)cc1OC	1	4	-3	6	4	-2	3	5	0.0
CN(Cc1ccc2nonc2c1)Cc1nc(CC2CC2)no1	-2	-4	5	0	10	6	0	1	-3.0
Cc1cc(NC(=O)C(C)SCC(=O)Nc2ccccc2OC(F)F)no1 (stereo not given)	-8	-2	9	-12	12	5	7	-1	-0.4
Cc1ccc(NC(=O)CSc2nnc(Cc3ccccc3)c(=O)[nH]2)c(C)c1	-5	2	6	-4	2	11	14	2	0.4
CC1CCCC(NC(=O)c2cccc(S(=O)(=O)N3CCN(c4ccccc4)CC3)c2)C1C (stereo not given)	1	2	18	17	2	6	13	0	1.1
COc1ccc(Cl)cc1N1C(=O)CC(Sc2ccccc2N)C1=O (stereo not given)	-1	2	8	-20	12	9	2	-5	2.7
Cc1cccc(C)c1NC(=O)C(c1ccc(Cl)cc1Cl)N1CCCCC1 (stereo not given)	-3	-2	14	12	45	-3	6	9	-0.8

Entries of single compounds from above:
Shown for CN1CCN(c2ccc(NC(=O)c3ccc4ccccc4c3)cc2)CC1 → APJ agonist = -2; XBP1 UPR activ = -8; CCR6 antagonist = 12; EBI2 block = -4; Mdm2-MdmX inh = 43; tim23-1 inh = -8; APJ antagonist = -27; CXCR6 block = 3; CHOP UPR activ = -2.5
Shown for CC1CCN(C(=O)c2cccc(S(=O)(=O)N3CCN(c4ccccc4)CC3)c2)CC1 → APJ agonist = -11; XBP1 UPR activ = -3; CCR6 antagonist = 16; EBI2 block = 2; Mdm2-MdmX inh = 20; tim23-1 inh = 19; APJ antagonist = 4; CXCR6 block = 4; CHOP UPR activ = -1.1

Further structures:
SMILES	APJ agonist	XBP1 UPR activ	CCR6 antagonist	EBI2 block	Mdm2-MdmX inh	tim23-1 inh	APJ antagonist	CXCR6 block	CHOP UPR activ
Cc1ccc(-c2n[nH]c(=S)n2/N=C/c2cccs2)cc1	0	0	19	-3	-8	42	9	3	0.3
O=S(=O)(NCCC1CC1(Cl)Cl)c1ccccc1 (stereo not given)	-5	-1	9	-1	-6	8	-21	-7	1.7
O=C(CN1CCCCCC1)Nc1cccc2c1OCO2	-1	-1	-7	-7	24	11	12	-2	0.0
CCCCn1c(N)c(N(CC(C)C)C(=O)CN(C)S(=O)(=O)c2ccc(NC(C)=O)cc2)c(=O)[nH]c1=O	7	0	-5	5	-5	4	23	2	-0.8
COc1ccc(OC)c(NC(=O)Nc2ccc3[nH]ccc3c2)c1	2	-1	4	0	15	0	-6	-14	1.5
CCc1cc(=O)oc2cc(OCC(=O)OC)c(Cl)cc12	-2	-2	-3	0	7	22	4	-3	-0.7
O=C(CCCOc1ccccc1)N1CCN(S(=O)(=O)c2cccc(F)c2)CC1	-7	0	13	37	8	6	15	-2	-1.0
COC(=O)c1nnn(CC(=O)Nc2cccc(OC)c2)c1C(=O)OC	-3	-1	-5	-7	13	3	-15	6	-0.3
